CBFb RUNX1 block – qHTS Assay for Compounds Blocking the Interaction Between CBF-beta and RUNX1 for the Treatment of Acute Myeloid Leukemia; AlphaScreen CBFb-His/RUNX1-biotin binding, biochemical; Potency, µM (titrated, usually from 59.8 µM), inactives show at the highest dose activity, negative = inhibition, hits mostly inhibitors; 230,000 tested, under 10 active; note: % of control where 0% means no effect
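CBFb-His/RUNX1-biotin, 30 nM each, preincubated 20 min RT; compound 15 min RT; Ni + streptavidin beads 50 ng each, 90 min RT; AlphaScreen read.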
KinaseGlo FLuc – Counterscreen for Luciferase (Kinase-Glo TM) Inhibition. actives 0.28% (n = 200,000). Potency, µM (top dose mostly 38.3 µM), inactives show top-dose activity change, negative = inhibition, usual class: inhibitors. Kinase-Glo luciferase, ATP luminescence, 8 min. AID 1379, 2008. Luciferin 4-monooxygenase (Photuris pensylvanica), Q27757; note: potency is the fitted concentration of half-maximal effect; % is set by controls: 0 for no effect and ±100 for the full control effect; nearly all actives have a fitted effect of over 60% in size
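Substrate mix (final 50 mM imidazole pH 7.2, 50 mM KCl, 7 mM MgCl2, 10 uM ATP, 0.01% Tween 20, 0.05% BSA) plus pin-tool compound, then Kinase-Glo detection mix; 8 min ambient, luminescence read.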
Epigenetic derep – Quantitative High-Throughput Screen for Regulators of Epigenetic Control. murine LDR cells, GFP reporter derepression, 30 h. Potency, µM (top dose mostly 53.9 µM), without a hit: top-dose GFP activation, hits mostly activators. actives 0.2% (n = 280,000). AID 1865, 2009; note: potency is the fitted concentration of half-maximal effect; % of control where 0% means no effect; nearly all actives have a fitted effect of over 60% in size
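In this reporter-derepression format, murine cells bearing a silenced integrated CMV-GFP locus incubate with test compound (30 h, 37 C), then are washed and imaged; fluorescent objects of 20–120 um count as induced cells.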
NPSR antagonist – qHTS Assay for Antagonists of the Neuropeptide S Receptor: cAMP Signal Transduction; CHO-NPSR cells, cAMP TR-FRET, antagonist mode; Potency, µM (doses to about 38.3 µM), for inactives: at the highest dose activity change, negative = inhibition, usual class: inhibitors; actives 1% (n = 220,000); AID 1461, 2008; note: potency is the fitted concentration of half-maximal effect; % is set by controls: 0 for no effect and ±100 for the full control effect; nearly all actives have a fitted effect of over 50% in size; many of its hits are not listed in these tables
HTT aggregate – qHTS Multiplex Assay to Identify Dual Action Probes in a Cell Model of Huntington: Aggregate Formation (GFP); Potency, µM (highest dose often 46.1 µM), inactives show at the top dose activity change, negative = inhibition, hits mostly inhibitors; AID 1688, 2009; PC12 HttQ103-GFP aggregates, Acumen cytometry, 40 h; actives 1.1% (n = 220,000); note: potency is the fitted concentration of half-maximal effect; % is set by controls: 0 for no effect and ±100 for the full control effect; nearly all actives have a fitted effect of over 60% in size
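Quantitative HTS on tebufenozide-induced (100 nM) PC12 cells stably expressing polyQ103 Huntingtin exon 1–GFP. Reduction of bright GFP aggregates, detected by laser scanning cytometry after lysis, identified actives across the titration.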
L3MBTL1 inh – qHTS Assay for the Inhibitors of L3MBTL1; Lethal(3)malignant brain tumor-like protein 1 (Homo sapiens), Q9Y468; AlphaScreen L3MBTL1–H3K9me1 peptide binding; Potency, µM (doses to about 57.1 µM), inactives show top-dose activity, negative = inhibition, actives largely listed as inhibitors; actives 0.66% (n = 230,000); AID 485360, 2010; note: potency is the fitted concentration of half-maximal effect; % is set by controls: 0 for no effect and ±100 for the full control effect; nearly all actives have a fitted effect of over 60% in size
Target sequence (Q9Y468 whole entry, looked up): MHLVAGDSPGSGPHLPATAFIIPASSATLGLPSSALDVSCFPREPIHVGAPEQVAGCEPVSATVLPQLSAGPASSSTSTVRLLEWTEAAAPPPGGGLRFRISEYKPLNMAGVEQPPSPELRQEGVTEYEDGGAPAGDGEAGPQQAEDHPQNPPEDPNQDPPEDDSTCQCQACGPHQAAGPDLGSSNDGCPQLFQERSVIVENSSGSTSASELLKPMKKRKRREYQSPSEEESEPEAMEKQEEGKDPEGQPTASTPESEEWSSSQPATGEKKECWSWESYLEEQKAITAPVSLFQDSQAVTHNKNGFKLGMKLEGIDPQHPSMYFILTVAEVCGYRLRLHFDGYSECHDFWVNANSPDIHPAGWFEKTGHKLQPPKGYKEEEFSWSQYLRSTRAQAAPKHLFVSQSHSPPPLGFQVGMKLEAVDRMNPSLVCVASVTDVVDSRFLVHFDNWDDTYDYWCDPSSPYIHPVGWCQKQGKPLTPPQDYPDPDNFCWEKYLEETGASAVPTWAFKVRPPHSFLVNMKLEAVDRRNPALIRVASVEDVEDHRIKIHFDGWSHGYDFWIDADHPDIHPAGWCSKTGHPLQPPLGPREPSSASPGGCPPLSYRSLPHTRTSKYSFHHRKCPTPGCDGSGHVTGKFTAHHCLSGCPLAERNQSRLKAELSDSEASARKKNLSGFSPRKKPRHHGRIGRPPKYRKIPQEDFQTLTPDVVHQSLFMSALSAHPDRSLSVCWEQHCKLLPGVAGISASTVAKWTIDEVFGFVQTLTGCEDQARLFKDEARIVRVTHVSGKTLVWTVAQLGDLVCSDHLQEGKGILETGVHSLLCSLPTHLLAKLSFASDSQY
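Displacement of a biotinylated histone H3(1-15) peptide monomethylated at Lys9 (75 nM) from L3MBTL1 (50 nM) was measured by AlphaScreen after a 30 min room-temperature compound incubation; cefsulodin titration served as intraplate control.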
IMPase Li cell – qHTS Assay for Identifying the Cell-Membrane Permeable IMPase Inhibitors: Potentiation with Lithium. CHO-M1 cells, IP1 TR-FRET (IP-One), carbachol + lithium. Potency, µM (highest dose often 59.4 µM), for the others: at the top dose activity, negative = IMPase inhibition, actives largely listed as inhibitors. actives 0.35% (n = 210,000). AID 1457, 2008;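 note: IP1 builds up when IMPase is blocked and the TR-FRET signal falls; potency is the fitted concentration of half-maximal effect; plate controls were basal vehicle for no effect and high inhibitor control for full effect; nearly all actives have a fitted effect of over 50% in size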
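IP1 accumulation measured by competitive TR-FRET in lysed CHO-M1 cells after 30 min compound exposure at 37C, with a small lithium addition to potentiate weak responses. Hill-equation AC50 from ratio and donor-channel data.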
Active calls of the source: *; ? = inconclusive; . = not tested or not shown; [ ] = another dose, or the depositor's remark. Calls come from the whole dose curve; as a rule, active = well fitted curve in the direction sought with a large enough effect; inconclusive = small, poorly fitted or top-dose-only effect, or another doubt; inactive = no such curve, though single readings can be large; an effect the other way counts as inactive or inconclusive.

SMILES,CBFb RUNX1 block,KinaseGlo FLuc,Epigenetic derep,NPSR antagonist,HTT aggregate,L3MBTL1 inh,IMPase Li cell
O=C(Nc1cccc(S(=O)(=O)N2CCOCC2)c1)c1cnn2c(C(F)F)cc(-c3ccccc3)nc12,0%,2%,0.2%,13%,20%[9.22 µM],-1%,21%
O=C(COc1ccccc1)N1CCN(S(=O)(=O)c2cccc([N+](=O)[O-])c2)CC1,-2%,.,-0.2%,9%,-5%,.,-2%
CC(C)(O)C#Cc1ccc(C(=O)N2CCN(c3ccc(F)cc3)CC2)cc1,5%,-3%,-0.2%,2%,-20%,.,-2%
N#Cc1ccc(OCc2nnc3n2CCCCC3)cc1,16%,3%,-2.6%,15%,10%,52%[activator],-6%
CCCCNc1ccccc1C(=O)OCC(=O)Nc1ccc(S(N)(=O)=O)cc1,11%,22%,-0.8%,-7%[46.1 µM],-3%,.,25%[38.3 µM]
O=C(NCc1ccccc1)Nc1cccn(Cc2ccc(Cl)cc2)c1=O,6%,-1%,0.0%,2%,-2%[9.22 µM],-10%,19%
O=C(c1cccc(F)c1)N1CCN(c2ccc([N+](=O)[O-])c(N3CCOCC3)c2)CC1,-5%,0%,1.0%,-1%,0%,-2%,-5%
CCOC(=O)c1c(P(=O)(N2CCOCC2)N2CCOCC2)noc1N,3%,-5%,1.3%,9%[46.1 µM],11%,-8%,-15%[38.3 µM]
NS(=O)(=O)c1ccc(N2C(=O)C3CC=CCC3C2=O)cc1 (stereo unspecified),-13%,0%,-0.4%,13%,-5%,-6%,1%
Cn1cc([N+](=O)[O-])c(C(=O)Nc2ccc(Br)cn2)n1,3%,-3%,-1.1%,-3%[46.1 µM],-21%,3%,-2%[38.3 µM]
Cc1ccc(C(=O)N[C@H](C(=O)OCc2cc(=O)oc3cc(C)ccc23)C(C)C)cc1,3%,0%,4.2%,18%,-14%,6%,5%
COc1ccc(Cl)cc1NC(=O)C(OC)c1ccccc1 (stereo unspecified),5%,3%,-7.9%,?,2%[9.22 µM],107%[activator],-3%
CCOCC(=O)Nc1nc2ccccc2s1,-1%,-5%,6.9%,-6%[46.1 µM],?,1%,8%
CCOc1cccc2c1OC1(C)CC2NC(=O)N1c1cccc(Cl)c1 (stereo unspecified),2%,2%,-2.6%,-8%[46.1 µM],-8%,-2%,-1%[38.3 µM]
Cc1cc2nc(C3CCN(C(=S)NCC(C)C)CC3)[nH]c2cc1C,0%,-8%,-1.0%,0%,-10%,-7%,7%
CC(C)C(=O)NNC(=O)CSc1nc(C2CCCCC2)nc2ccccc12,-1%,1%,0.0%,-7%,6%,7%,-6%
Cc1ccccc1NC(=O)c1ccc([N+](=O)[O-])o1,4%,-3%,-4.2%,-3%,-4%[9.22 µM],-3%,3%
CCOc1[nH]n(-c2ccccc2)c(=O)c1C=Nc1ccc(OC)cc1,?,1%,0.6%,-33%,-9%,?,5%
O=C(Cc1ccccc1)Nc1c(C(=O)N2CCCCCC2)cnn1-c1ccccc1,12%,8%,-1.2%,-7%[46.1 µM],5%,-4%,-2%
COc1ccc(NC(=O)CC2SC(=NCC3CCCO3)NC2=O)cc1 (stereo unspecified),-13%,-5%,-3.0%,10%,-6%,-3%,0%
CCn1cc(C(=O)NCc2cccs2)c(=O)c2cc(S(=O)(=O)N3CCOCC3)ccc21,-2%,.,1.0%,-12%,-13%[9.22 µM],12%,.
Cc1ccc2nsnc2c1NC(=O)CCl,7%,-3%,2.9%,-4%,-6%[9.22 µM],7%,5%
Clc1ccc(OCc2nnc3n2CCCCC3)c(Cl)c1,-1%,.,0.1%,5%,19%[9.22 µM],-2%,.
O=S(=O)(c1cnc[nH]1)N1CCN(c2ccccc2)CC1,-2%,-2%,-0.2%,-1%[46.1 µM],7%,.,-12%[38.3 µM]
CCOc1cc(CN2CCC(CO)(Cc3cccc(C(F)(F)F)c3)CC2)ccc1OC,9%,0%,0.9%,36%,-4%[9.22 µM],-5%,16%
CCC(c1nnnn1C1CCCC1)N1CCC(C(N)=O)CC1 (stereo unspecified),18%,3%,-1.1%,9%,-4%,-3%,5%
O=[N+]([O-])c1ccccc1SNc1ccccn1,-5%,9%,-0.7%,-2%,14%,-2%,1%
CC(CC(=O)Nc1ccc(F)c([N+](=O)[O-])c1)c1ccccc1 (stereo unspecified),-1%,-3%,-1.3%,-18%,7%,2%,-2%
O=c1c([N+](=O)[O-])c(N2CCCC2)c2ccccc2n1-c1ccccc1,-2%,-1%,1.1%,47%,14%[9.22 µM],9%,14%
O=C(Nc1ccccc1)N1CCN(c2cccc(C(F)(F)F)c2)CC1,2%,-1%,0.1%,-11%[46.1 µM],?,.,25%[38.3 µM]
O=C(NCCN1CCCC1)c1cccc(Cl)c1,0%,1%,1.3%,6%,-6%,-10%,2%
CC1=CC(C)(C)Nc2ccc(OC(=O)C(Cc3ccccc3)N3C(=O)c4ccccc4C3=O)cc21 (stereo unspecified),-27%,0%,13%,-18%[46.1 µM],?,-20%,0%[38.3 µM]
CSc1nsc(/C=C/Nc2ccc(Cl)cc2)c1C#N,2%,-6%,?,-13%[46.1 µM],-19%,-8%,-25%[38.3 µM]
Cc1noc(C)c1-c1nnc(-c2ccc(C(F)(F)F)cc2)o1,-2%,.,-0.7%,-7%,-12%[9.22 µM],0%,.
COc1cc(OC)cc(-c2cc3nc(C)c(CCC(=O)NC(C)CCc4ccco4)c(C)n3n2)c1 (stereo unspecified),3%,1%,0.0%,-16%[46.1 µM],-2%,12%[11.4 µM],17%[38.3 µM]
CCOC(=O)c1cnn(-c2ccc(C(C)C)cc2)c1NC(=O)C1CCC1,3%,-1%,-1.1%,?,-2%,1%,-5%[38.3 µM]

3 of the entries above in order of their number in HTT aggregate, low to high.
smiles | HTT aggregate
Cn1cc([N+](=O)[O-])c(C(=O)Nc2ccc(Br)cn2)n1 | -21%
COc1cc(OC)cc(-c2cc3nc(C)c(CCC(=O)NC(C)CCc4ccco4)c(C)n3n2)c1 (stereo unspecified) | -2%
N#Cc1ccc(OCc2nnc3n2CCCCC3)cc1 | 10%

Next section
SMILES,CBFb RUNX1 block,KinaseGlo FLuc,Epigenetic derep,NPSR antagonist,HTT aggregate,L3MBTL1 inh,IMPase Li cell
COC(=O)C(C)NC(=S)N1CCN(c2c(F)cc3c(=O)c(C(=O)O)cn(C4CC4)c3c2OC)CC1C (stereo unspecified),6%,.,-2.8%,-26%,-2%[9.22 µM],50%[activator],.
O=C(CCCn1c(=O)c2ccccc2n(Cc2cccc(F)c2)c1=O)NC1CCN(Cc2ccccc2)CC1,-9%,2%,-2.0%,-45%,-2%,.,5%
O=C(Nc1nc2ccccc2[nH]1)c1ccccc1F,0%,2µM*,-1.0%,-10%[46.1 µM],-12%,-9%,-6%[38.3 µM]
Cc1ccc(S(=O)(=O)NNC(=O)C(=O)NNc2ccccn2)cc1,-15%,0%,0.3%,-23%[46.1 µM],?,3%,18%[38.3 µM]
O=C(COC(=O)c1ccc(Cl)nc1)c1ccc2c(c1)OCCO2,4%,0%,-1.9%,7%,17%,6%,9%
Cc1nnc(NC(=O)NC(C)N2C(=O)C3C4C=CC(C4)C3C2=O)s1 (stereo unspecified),2%,8%,-1.1%,-20%[46.1 µM],27%,3%,2%[38.3 µM]
CCCn1c(C)cc(/C=C(\C#N)C(=O)OCC(=O)Nc2cccc(OC)c2)c1C,-12%,4%,3.3%,-2%,9%,-3%,12%
COc1ccc(C(=O)C2CCCN(C3Cc4ccccc4C3)C2)cc1OC (stereo unspecified),1%,2%,?,-17%,24%[9.22 µM],-14%,3%
CC(C)Nc1nc(-c2ccccc2)nc(-n2ccnc2)n1,-2%,-5%,-2.2%,-19%[46.1 µM],-18%,-8%,5%[38.3 µM]
COc1ccc(NC(=O)CN2CCN(S(=O)(=O)c3ccc(Cl)cc3)CC2)cc1,0%,2%,-0.2%,-17%[46.1 µM],5%,.,28%[38.3 µM]
CCn1c(SCc2ccc([N+](=O)[O-])cc2)nnc1C(C)NC(=O)c1ccccc1Br (stereo unspecified),0%,-2%,4.3%,-6%[46.1 µM],7%,-3%,5%[38.3 µM]
Cc1ccc(S(=O)(=O)N2CCOCC2)cc1NC(=O)CNCc1ccccn1,-7%,.,-0.6%,3%,-2%[9.22 µM],.,.
COc1ccc2c(c1)Cc1sc(NC(C)=O)nc1-2,5%,-4%,0.9%,5%[46.1 µM],3%,4%[11.4 µM],16%[38.3 µM]
CCNC(=O)CN(c1ccc(C)cc1)S(=O)(=O)c1ccccc1,1%,-1%,-11%,-16%[46.1 µM],6%,.,-7%[38.3 µM]
CC(C)c1ccc(/C=C2\SC(N3CCCC3)=NC2=O)cc1,5%,-3%,-1.0%,-20%,?,-6%,2%
COc1ccc(-c2cc(C(=O)NCc3ccccc3)no2)cc1OC,-3%,-9%,-3.0%,-22%[46.1 µM],1%,-9%,?
Cc1cc(C)n2nc(N)c(N=Nc3ccc4c(c3)OCO4)c2n1,0%,4%,0.1%,-4%,-21%,-14%,-10%
CCN(C(=O)COc1ccccc1[N+](=O)[O-])C1CCS(=O)(=O)C1 (stereo unspecified),-4%,-2%,-2.5%,10%,-1%,1%,-2%
COc1ccc(C2c3ccc4ccccc4c3Oc3ncn4nc(Cc5ccccc5)nc4c32)cc1OC (stereo unspecified),2%,-1%,0.5%,-16%,21%,4%,-11%
Cc1ccc2nc(-c3cccc(S(=O)(=O)N(C)C)c3)cn2c1,4%,-13%,3.4%,-23%[46.1 µM],-16%,-6%,-10%[38.3 µM]
CCOc1ccccc1NS(=O)(=O)c1ccc(Br)s1,2%,-2%,-1.8%,-12%[46.1 µM],-7%,.,-14%[38.3 µM]
COc1cc(C(N)=O)cc(Br)c1OC,4%,1%,-0.8%,0%[46.1 µM],?,1%,4%[38.3 µM]

Assay outcomes from PubChem BioAssay.

An excerpt; rates above refer to the full screens.
